Bioassay records: PubChem BioAssay, National Center for Advancing Translational Sciences (NCATS)
PKM2 activator – qHTS Assay for Activators of Human Muscle isoform 2 Pyruvate Kinase; 260,000 tested, 0.34% active; Potency, µM (titrated, usually from 57.5 µM), for inactives: at the highest dose activation, most hits filed as activators; Pyruvate kinase PKM (Homo sapiens), P14618; AID 1631, 2009; purified PKM2, Kinase-Glo ATP luminescence, activation; response scale: 0% is enzyme alone, no compound; also: potency is read from the fitted curve at half-maximal effect; % is scaled to controls: 0 for no effect and ±100 for the full control effect; nearly all actives have a fitted effect of over 55% in size
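Purified hPK-M2 (>95% pure) converted ADP (0.1 mM final) to ATP with 0.5 mM PEP in 50 mM imidazole pH7.2, KCl, MgCl2, Tween 20, BSA; 1 h at room temperature. ATP detected by Kinase-Glo luminescence.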
Mito fusion act – qHTS Assay for Small Molecule Inhibitors of Mitochondrial Division or Activators of Mitochondrial Fusion; Potency, µM (doses to about 46.1 µM), for inactives: at the top dose growth rescue (activation), most hits filed as activators; S. cerevisiae fusion-defective mutant growth rescue, CellTiterGlo 48 h; 320,000 tested, 0.23% active;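 also: potency is read from the fitted curve at half-maximal effect; % of control where 0% means no effect; nearly all actives have a fitted effect of over 45% in size; temperature-sensitive fusion mutants such as fzo1-1 at 37 °C on non-fermentable ethanol glycerol medium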
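Compounds are tested for their ability to restore growth of mitochondrial fusion-defective yeast strains at non-permissive 37C in YPEG medium over 48 hours. Viability is quantified by luciferase luminescence.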
KCNH2 3.1 inh – qHTS for Inhibitors of KCHN2 3.1: Mutant qHTS. U2OS KCNH2 3.1, thallium flux FluxOr; active compounds read low. 340,000 tested, 0.95% active. activity change, % (tested at about 1.8 µM);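 active = maximum activity change below -70%; inconclusive = maximum activity change from -70% to -50%; inactive = maximum activity change above -50%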;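 also: thallium influx rate constant from kinetic fluorescence after stimulation buffer; % is scaled to controls: 0 for no effect and ±100 for the full control effect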
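Kinetic fluorescence (2 min after stimulation buffer) measures Tl+ influx through KCNH2 3.1 expressed by viral transduction in U2OS cells; the rate constant is normalized against DMSO controls serving as positive and negative references.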
NPC1 prom act – qHTS Assay for NPC1 Promoter Activators; Huh7 NPC1 promoter luciferase reporter, 24 h; Potency, µM (series often up to 9.22 µM), without a hit: at the highest dose activation, most hits filed as activators; 320,000 tested, 2.4% active; AID 485313, 2010;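 also: potency is read from the fitted curve at half-maximal effect; % of control where 0% means no effect; nearly all actives have a fitted effect of over 60% in size; reporter is driven by a mutant NPC1 promoter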
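Stable NPC1-promoter luciferase Huh7 line; cpd (DMSO) 24 h, 37 °C, 5% CO2; Amplite luciferase reagent 10 min RT; luminescence readout. qHTS format.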
VP16 counter – VP16 counterscreen qHTS for inhibitors of ROR gamma transcriptional activity; Drosophila S2 Gal4-VP16 UAS-luciferase, luminescence, 20 h; Potency, µM (series often up to 53.6 µM), without a hit: at the highest dose activity, negative = inhibition, usual class: inhibitors; 310,000 tested, 3.5% active;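 also: Gal4-VP16 expression switched on by copper sulfate through the metallothionein promoter; potency is read from the fitted curve at half-maximal effect; % is scaled to controls: 0 for no effect and ±100 for the full control effect; nearly all actives have a fitted effect of over 50% in size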
MBNL1 CUG block – qHTS Assay for Inhibitors of MBNL1-poly(CUG) RNA binding; Muscleblind-like protein 1 (Homo sapiens), Q9NR56; TR-FRET MBNL1-His/biotin-(CUG)12 binding, 665/545 ratio; AID 2675, 2010; 280,000 tested, 0.036% active; Potency, µM (series often up to 57.5 µM), for the others: at the highest dose activity change, negative = inhibition, hits mostly inhibitors; active = well fitted inhibition curve with a large enough effect in the signal ratio, with a control signal flat, not every such curve was filed as active; inconclusive = small, poorly fitted or top-dose-only effect, or effect the other way, or a change in a side signal; inactive = no such curve, though single readings can be large or run the other way; the % refers to the signal ratio; also: potency is read from the fitted curve at half-maximal effect; % is scaled to controls: 0 for no effect and ±100 for the full control effect
Target sequence (Q9NR56 whole entry, looked up): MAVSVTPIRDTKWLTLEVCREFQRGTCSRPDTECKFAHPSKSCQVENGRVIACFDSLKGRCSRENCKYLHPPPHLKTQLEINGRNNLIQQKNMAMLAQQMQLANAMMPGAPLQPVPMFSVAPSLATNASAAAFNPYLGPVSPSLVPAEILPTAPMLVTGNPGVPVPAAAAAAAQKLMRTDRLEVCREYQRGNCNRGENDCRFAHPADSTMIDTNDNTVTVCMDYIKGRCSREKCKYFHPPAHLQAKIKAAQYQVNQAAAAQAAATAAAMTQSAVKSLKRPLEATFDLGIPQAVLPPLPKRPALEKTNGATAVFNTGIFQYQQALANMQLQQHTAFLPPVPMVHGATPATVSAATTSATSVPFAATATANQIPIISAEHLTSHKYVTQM
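Ratiometric TR-FRET (665 over 545 nm, excitation 340 nm) tracks disruption of MBNL1-His/biotin-(CUG)12 complex after 60 min at room temperature, with compounds at 92 nM to 58 uM final.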
RORg inh – qHTS for inhibitors of ROR gamma transcriptional activity | Potency, µM (top dose mostly 53.6 µM), without a hit: top-dose activity change, negative = inhibition, hits mostly inhibitors | Nuclear receptor ROR-gamma (Mus musculus), P51450 | 310,000 tested, 5.4% active | AID 2551, 2010 | Drosophila S2 Gal4-RORgamma UAS-luciferase reporter, 20 h; also: potency is read from the fitted curve at half-maximal effect; % is scaled to controls: 0 for no effect and ±100 for the full control effect; nearly all actives have a fitted effect of over 60% in size
Target sequence (P51450 whole entry, looked up, the tested form may be a part): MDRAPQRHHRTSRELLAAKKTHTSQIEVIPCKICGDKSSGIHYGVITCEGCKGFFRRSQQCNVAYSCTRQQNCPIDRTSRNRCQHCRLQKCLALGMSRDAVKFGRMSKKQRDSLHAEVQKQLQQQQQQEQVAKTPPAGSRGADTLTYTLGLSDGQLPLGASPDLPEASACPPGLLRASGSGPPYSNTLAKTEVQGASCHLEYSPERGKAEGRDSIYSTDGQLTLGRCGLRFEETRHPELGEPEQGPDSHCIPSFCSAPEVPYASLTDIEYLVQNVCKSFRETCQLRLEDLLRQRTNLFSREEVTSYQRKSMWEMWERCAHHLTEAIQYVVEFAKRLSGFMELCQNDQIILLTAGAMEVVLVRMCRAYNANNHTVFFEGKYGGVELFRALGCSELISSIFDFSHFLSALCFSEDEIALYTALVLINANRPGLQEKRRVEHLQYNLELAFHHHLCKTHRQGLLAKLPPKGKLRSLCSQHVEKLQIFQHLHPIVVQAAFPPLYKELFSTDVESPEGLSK
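Compounds are pin-transferred onto Drosophila Schneider cells expressing a copper-inducible Gal4–ROR gamma transactivation domain fusion. After 1 hr, copper sulfate is added to 700 uM final; luciferase is read 20 hr later.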
Menin-MLL TR inh – qHTS Assay for Inhibitors Targeting the Menin-MLL Interaction in MLL Related Leukemias: Competition With Texas Red Labeled MLL-derived Mutant Peptide. Potency, µM (doses to about 61.6 µM), for inactives: at the top dose FP activity change, negative = inhibition, actives largely listed as inhibitors. Menin + Texas Red MLL mutant peptide, fluorescence polarization. O00255. 270,000 tested, 0.23% active; active = well fitted inhibition curve with a large enough effect in the polarisation, with a control signal flat, not every such curve was filed as active; inconclusive = small, poorly fitted or top-dose-only effect, or effect the other way, or a change in a side signal; inactive = no such curve, though single readings can be large or run the other way; the % refers to the polarisation; also: potency is read from the fitted curve at half-maximal effect; % of control where 0% means no effect; many of its hits are not listed in these tables
Rab9 promoter act – qHTS Assay for Rab9 Promoter Activators; Huh7 Rab9 promoter-luciferase reporter, luminescence, 24 h; Potency, µM (titrated, usually from 9.22 µM), inactives show at the top dose activation, negative = inhibition, actives largely listed as activators; 320,000 tested, 2.8% active; also: potency is read from the fitted curve at half-maximal effect; % of control where 0% means no effect; nearly all actives have a fitted effect of over 60% in size
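Rab9 promoter-driven luciferase in stably transfected Huh7 cells; 1500 cells/well rested 2 h, exposed to compound in DMSO for 24 h at 37 °C, 5% CO2. Luminescence read 10 min after adding luciferase reagent at ambient temperature.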
FLuc modulator – qHTS profiling assay for firefly luciferase inhibitor/activator using purifed enzyme and Km concentrations of substrates (counterscreen for miR-21 project). Luciferin 4-monooxygenase (Photinus pyralis), P08659. Potency, µM (series often up to 57.5 µM), for inactives: top-dose activity change, negative = inhibition, most hits filed as inhibitors. 360,000 tested, 6.9% active. AID 588342, 2011. purified FLuc, Km substrates, luminescence inhibition;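 also: potency is read from the fitted curve at half-maximal effect; plate controls were vehicle for no effect and reference inhibitor for full effect; nearly all actives have a fitted effect of over 55% in size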
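Purified P. pyralis luciferase, 10 nM final, with Km-level 10 uM D-luciferin and 10 uM ATP in 50 mM Tris acetate pH 7.5, 10 mM Mg acetate, 0.01% Tween-20, 0.05% BSA; 6-point qHTS titration about 60 µM downward; luminescence read.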
ELG1 DNA repair – qHTS screen for small molecules that inhibit ELG1-dependent DNA repair in human embryonic kidney (HEK293T) cells expressing luciferase-tagged ELG1 | 330,000 tested, 2.3% active | AID 504467, 2011 | HEK293T ELG1-luciferase reporter, luminescence, 16 h; DNA damage induced by 5-fluorouridine | Potency, µM (titrated, usually from 46.1 µM), inactives show top-dose activity change, negative = inhibition, actives largely listed as inhibitors; also: potency is read from the fitted curve at half-maximal effect; % is scaled to controls: 0 for no effect and ±100 for the full control effect; nearly all actives have a fitted effect of over 55% in size
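Quantitative HTS, concentration-response format. 2,000 cells/well co-treated with 5-fluorouridine and compound, 16 hr in 5% CO2 at 37 °C; ONE-Glo luminescence read after 30 min.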
Active calls of the source: *; ? = inconclusive; . = no result given; [ ] = remark or other dose. Unless noted, calls follow the shape of the dose curve; as a rule, active = well fitted curve in the direction sought with a large enough effect; inconclusive = small, poorly fitted or top-dose-only effect, or another doubt; inactive = no such curve, though single readings can be large; an effect the other way counts as inactive or inconclusive.

Every second line gives: PKM2 activator	Mito fusion act	KCNH2 3.1 inh	NPC1 prom act	VP16 counter	MBNL1 CUG block	RORg inh	Menin-MLL TR inh	Rab9 promoter act	FLuc modulator	ELG1 DNA repair
- CCOc1cc(-c2noc(CCCC(N)=O)n2)cc(Br)c1OC
→ -5%	-1%	7	-2%	-4%	10%	6%	-11%	2%	0%	?
- N#Cc1cccc(Nc2c3c(nc4ccccc24)CCC3)c1
→ .	-10%	-13	-1%	1%	-2%	-32%	-10%	3%	2%	?
- Cc1ccccc1C(=O)NC1CCN(CC(=O)Nc2ccc3c(c2)OCO3)CC1
→ 2%	-4%	0	5%	-3%	.	-13%	1%	1%	-15%	-8%
- Cc1ccc(CNC(=O)COc2ccc(C)nc2[N+](=O)[O-])cc1
→ -9%	-8%	-8	-1%	0%	?	40%	-6%	0%	-2%	3%
- Cc1cccc(C)c1NC(=O)CC(NCCc1ccccc1)C(=O)O (stereo unspecified)
→ -9%	-12%	1	0%	-8%	3%[11.5 µM]	-4%	3%	-2%	1%	-6%
- O=C(Nc1ccccc1)N1CCc2c([nH]c3ccccc23)C1C(F)(F)F (stereo unspecified)
→ -1%	-9%	-15	-2%	7%	-1%	41%	.	-1%	-1%	?
- CCS(=O)(=O)c1nc(S(=O)(=O)c2ccc(Cl)cc2)c(N2CCC(C(N)=O)CC2)s1
→ .	-2%	-20	-6%	-6%	-3%	5%	.	4%	6%	1%
- CCOC(=O)CC1C(=O)NCCN1C(=O)Nc1ccc(Cl)cc1 (stereo unspecified)
→ -1%	-4%	5	.	-7%	-1%	1%	3%	.	4%	.
- COc1cc2c(C)nc3c(c(C)nn3-c3ccccc3)c2cc1OC
→ -4%	6%	-81*	-3%	3%	3%	-4%	5%	-6%	6%	-16%
- O=C(C1=C(O)C(=O)N(CCCN2CCOCC2)C1c1ccccn1)c1cc2ccccc2o1 (stereo unspecified)
→ -1%	-1%	8	0%	4%	?	22%	-18%	-4%	4%	5%
- Brc1cccc2sc(N3CCN(c4ccccc4)CC3)nc12
→ 8%	-21%	4	14%	-28%	-2%	17%	5%	-1%	-13%	-16%
- Cc1cc(C)nc(SCc2nnc(SCC(=O)Nc3ccccc3C)n2Cc2ccco2)n1
→ 6%	4%	1	0%	17%	-9%	30%	-15%	8%	1%	-28%
- CCOc1ccccc1NC(=O)Nc1ccc(Cl)cc1
→ -6%	-4%	-14	?	?	-4%[11.5 µM]	?	?	12%	21µM*	19%
- Nn1c(SCCOc2ccc(Cl)cc2)nnc1-c1cccnc1
→ -2%	7%	-2	1%	6%	0%	40%	2%	-8%	6%	-6%
- Cc1ccc(C)c(C2C(=O)c3ccccc3C2=O)c1
→ 3%	10%	-1	-3%	-19%	?	-32%	8%	-5%	-4%	-2%
- CC(O)CNC(=O)c1ccc(-c2nn(C)c(=O)c3ccccc23)cc1 (stereo unspecified)
→ -3%	-2%	-3	1%	-14%	2%	-13%	4%	-2%	2%	?
- S=C(NC1CCCCC1)NN1CCOCC1
→ 34%	-1%	-5	0%	-29%	-3%	8.9µM*	10%	-3%	-1%	11%
- CC1CCCCN1C(=O)CSc1nnc(-c2ccco2)n1CC1CCCO1 (stereo unspecified)
→ -2%	0%	-7	-2%	-5%	4%	-18%	9%	4%	6%	-5%
- CCNCCC(CCC(C)C)c1ccc2c(c1)OCO2 (stereo unspecified)
→ -7%	-41%[inhibitor]	-99*	-6%	10%	-1%	-20%	?	-6%	9%	-2%
- CS(=O)(=O)N1CCN(c2ccccc2NC(=O)c2ccc(Cl)cc2)CC1
→ 7%	5%	4	-1%	-6%	6%	?	7%	3%	-2%	-1%
- CC(NC(=O)COc1ccccc1-c1ccccc1)c1ccccc1 (stereo unspecified)
→ 3%	29%	0	0%	-13%	.	-8%[10 µM]	5%	-13%	0%	-3%
- O=C(NCCN1CCOCC1)c1cc(-c2ccccc2Cl)nc2ccccc12
→ 0%	-3%	0	-5%	15%	7%	-2%	6%	5%	0%	3%
- COc1cccc(C2C=C(c3cccs3)Nc3ncnn32)c1OC (stereo unspecified)
→ 9%	0%	3	-2%	?	?	11µM*	7%	-3%	-7%	8%
- CCOC(=O)c1c(C)oc2ccc(O)c(CN(C)C)c12
→ 6%	-1%	.	-5%	.	1%	-4%[0.365 µM]	-7%	-1%	-3%	-16%
- Cc1ccc(-n2nnnc2SC(C(=O)c2c[nH]c3ccccc23)c2ccccc2)cc1 (stereo unspecified)
→ 0%	26%	0	-2%	?	-7%	-1%	?	-5%	0%	-28%
- CCCC(=O)c1ccc(N2CCN(C(=O)c3ccccc3)CC2)c(F)c1
→ -2%	2%	-24	-4%	?	1%	-25%	-21%	1%	1%	?
- O=C(NCCCc1ccccc1)Nc1cccc(Cl)c1
→ 2%	1%	15	-3%	?	?	-3%	?	19%	?	3%
- Cc1ccccc1OCCC(=O)N1CCN(S(=O)(=O)c2ccc(Cl)cc2)CC1
→ .	24%	-10	-2%	.	.	.	.	-3%	-2%	-1%
- Cc1ccc(NS(=O)(=O)c2c(C)[nH]c(C)c2C(=O)N2CCCCC2)c(C)c1
→ .	1%	-7	2%	-6%	0%	13%	-2%	-5%	-1%	10%
- COc1ccc(N2CCN(C(=O)c3cccc4nc(C)oc34)CC2)cc1
→ 11%	-5%	0	-1%	-16%	-4%	26%	0%	-3%	-3%	?
- COc1ccc(C(=O)NC(=S)Nc2ccc3oc(=O)ccc3c2)cc1
→ -1%	-5%	-9	-7%	-16%	.	-14%	-5%	0%	1%	-2%
- Cc1nc(NC(=O)CSc2nnc(C3CC3)n2C)sc1C(=O)N(C)C
→ -1%	1%	11	-4%	.	0%	.	15%	2%	3%	-8%
- Cc1ccc(S(=O)(=O)NNc2nc3ccccc3nc2C(F)(F)F)cc1
→ -7%	-3%	28	0%	?	12%	18µM*	-1%	0%	-14%	1%
- O=C(CCS(=O)(=O)c1ccccc1Cl)NCCC1=CCCCC1
→ -13%	3%	-15	0%	20%	-2%	7%	.	3%	-17%	29%

Part of the list above, in CSV form:
compound,PKM2 activator,Mito fusion act,KCNH2 3.1 inh,NPC1 prom act,VP16 counter,MBNL1 CUG block,RORg inh,Menin-MLL TR inh,Rab9 promoter act,FLuc modulator,ELG1 DNA repair
Cc1nc(NC(=O)CSc2nnc(C3CC3)n2C)sc1C(=O)N(C)C,-1%,1%,11,-4%,.,0%,.,15%,2%,3%,-8%
Cc1ccc(S(=O)(=O)NNc2nc3ccccc3nc2C(F)(F)F)cc1,-7%,-3%,28,0%,?,12%,18µM*,-1%,0%,-14%,1%

Only part of the results is shown. The share of hits here may be higher or lower than overall.
